MK inhibit – S. pneumoniae mevalonate kinase inhibition | purified MK, PK/LDH-coupled NADH absorbance 340 nm | inhibition, % at 10 µM | 65,000 tested, 0.48% active;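 active = ranked among the strongest by inhibition in the single 10 µM screen, a fixed top-ranked set picked for dose follow-up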; also: no value below 0 was filed
Spn DPM-DC inh – inhibitors of Streptococcus pneumoniae diphosphomevalonate decarboxylase; purified DPM-DC, PK/LDH coupled NADH fluorescence; calls only at 10 µM; 65,000 tested, 0.49% active; AID 556;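 active = the 320 compounds with the highest percent inhibition in the single-dose primary screen, excluding strongly autofluorescent ones, cut at about 32% in these data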;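 also: kinetic rate of NADH fluorescence loss reporting ADP formed by the decarboxylase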
Alkaline phosphatase – human TNAP enzyme inhibitors, biochemical, luminescent (AID 518); purified TNAP enzyme, luminescent substrate readout; higher % means a stronger effect; inhibition, % at 20 µM; hits with a dose series show IC50 in µM; 64,000 tested, 0.09% active; in the data active = a potency from the dose series; inactive = the rest, 99 in 100 with inhibition below about 22%;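 also: plate controls were vehicle for no effect and reference inhibitor for full effect; many of its hits are not listed in these tables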
HT1080 cytotoxicity – cytotoxicity in HT1080 fibrosarcoma cells, cell-based, fluorescence readout (AID 620); cytotoxicity, % at 10 µM, or EC50 in µM where a hit was titrated; HT1080 viability, fluorescence; higher % means a stronger effect; 87,000 tested, 0.42% active;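 also: cells exposed to compound overnight then 4 h with Alamar Blue; 0% = vehicle DMSO and 100% = killing control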
Bfl-1 displacement – Bfl-1 inhibitors, primary screen, biochemical, fluorescence polarization, FITC-Bid, mouse (AID 432) | FITC-Bid BH3 peptide fluorescence polarization displacement; higher % means a stronger effect | displacement, % at 20 µM; hits with a dose series show IC50 in µM | 64,000 tested, 0.02% active; in the data active = a potency from the dose series; inactive = the rest, 99 in 100 with displacement below about 15%; also: strong numbers were not always called active
PMK inhibit – S. pneumoniae PMK inhibition; purified PMK, PK/LDH-coupled NADH absorbance 340 nm; inhibition, % at 10 µM; 65,000 tested, 0.49% active; AID 539;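 active = top-ranked compounds by inhibition in the single 10 µM screen, taking a fixed number of the strongest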;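 also: 0% = full reaction with DMSO carrier and 100% = background rate without enzyme reaction; no value below 0 was filed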
HPDE-C7 cytotoxicity – HPDE-C7 pancreatic duct cell viability loss – fluorescence, HTS (AID 430); HPDE-C7 pancreatic duct cells viability, fluorescence; higher % means a stronger effect; one-dose cytotoxicity, % at 10 µM; EC50 in µM for titrated hits; 63,000 tested, 1.8% active;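 also: cells exposed to compound for 48 hours before viability readout; 0% = vehicle and 100% = reference cytotoxic drug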
HPDE-C7K KRASV12 – viability loss of HPDE-C7K cells – cell-based, fluorescence, HTS, primary screen (AID 431). HPDE-C7K KRASV12 cells, Alamar Blue viability, 48 h; higher % means a stronger effect. one-dose cytotoxicity, % at 10 µM; EC50 in µM for titrated hits. 63,000 tested, 1.7% active;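 active = compounds whose percent cytotoxicity in the single-dose primary screen, scaled between solvent and toxic-drug controls, exceeds 50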;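 also: 0% = DMSO solvent wells and 100% = doxorubicin-treated wells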
LYP phosphatase – inhibition of human PTPN22 tyrosine phosphatase – biochemical, DiFMUP fluorescence, recombinant catalytic domain, 10 µM, primary screen (AID 606). recombinant LYP catalytic domain, DiFMUP fluorescence; higher % means a stronger effect. inhibition, % at 10 µM, or IC50 in µM where a hit was titrated. 52,000 tested, under 10 active;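 active = IC50 under 40 µM in the dose-response test; inactive = IC50 of 40 µM or more, or never dose-tested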
PMK inhibit pilot replicates – second read-out of PMK inhibit, no call of its own (marks repeat the call); inhibition, %; measured here: pilot screen replicates
MK inhibit pilot replicates – further read-out of MK inhibit, marked with its call; inhibition, %; measured here: pilot screen replicates
Spn DPM-DC inh pilot screen % – also measured in Spn DPM-DC inh; calls as there; inhibition, %; measured here: pilot screen trials
An asterisk follows results filed as active; i = inactive; x = no result given. Rule as the data show it, unless noted: active = cytotoxicity above about 50%; inactive = the rest.

SMILES | MK inhibit | Spn DPM-DC inh | Alkaline phosphatase | HT1080 cytotoxicity | Bfl-1 displacement | PMK inhibit | HPDE-C7 cytotoxicity | HPDE-C7K KRASV12 | LYP phosphatase | others
CC(C)(C)NC(=O)C(c1ccco1)N(C(=O)c1csnn1)c1ccccc1 (stereo unspecified) | 3 | i | 6% | -13% | -9% | 14 | 7% | -6% | x
O=C(COC(=O)CN1C(=O)c2ccccc2C1=O)Nc1ncc(Cl)cc1Cl | 9 | i | 4% | 16% | -2% | 12 | -13% | -11% | x
CCOC(=O)c1cccc(NC(=O)C2CCCN2S(=O)(=O)c2cccc3cccnc23)c1 (stereo unspecified) | 6 | i | 9% | -3% | 6% | 6 | -7% | -1% | 3%
O=S(=O)(c1ccc(Cl)cc1)N1CCSC1c1ccco1 (stereo unspecified) | 1 | i | 12% | 1% | -5% | 13 | 8% | 1% | x
COc1ccc(Br)cc1C1NC(=O)c2c(sc3c2CCN(C)C3)N1 (stereo unspecified) | 5 | i | 16% | 13% | -2% | 18 | -10% | -1% | 3%
COc1ccc(-c2nc(C#N)c(NCc3ccc(F)cc3)o2)cc1OC | 13 | x | 11% | 13% | -12% | 20 | -12% | -8% | x
Cc1nn(-c2ccccc2)c(C)c1NS(=O)(=O)c1ccccc1 | 10 | i | 12% | 5% | -6% | 9 | x | x | 11%
COC(=O)c1c(NC(=O)C2CCC2)sc(C(=O)N(C)C)c1C | 0 | i | 9% | 4% | -3% | 1 | 4% | 3% | 5%
COc1nc(N(C)S(=O)(=O)c2ccc(C)cc2)nc(C)c1Cl | 17 | i | 9% | 0% | 2% | 5 | 3% | -3% | x
CCOc1ccc(C(=O)NC2CCN(S(=O)(=O)CC)CC2)cc1 | 0 | i | 8% | -6% | 1% | 11 | -2% | -5% | x
CCC(C)NC(=O)c1cn(CC)c2ccc(S(=O)(=O)N(C)C)cc2c1=O (stereo unspecified) | 12 | i | 17% | 1% | -6% | 3 | 2% | -1% | 5% | PMK inhibit pilot replicates=2.5;MK inhibit pilot replicates=0.0;Spn DPM-DC inh pilot screen %=0.0
Cc1cc(=O)[nH]c(SCC2(O)C3CC4CC(C3)CC2C4)n1 (stereo unspecified) | 15 | i | 8% | 8% | 9% | 1 | x | x | x
CC12CN3CC(=O)N4CC5(C)CN(CC(C)(C4)C5=O)C(=O)CN(C1)CC(C)(C3)C2=O | 5 | i | 4% | -3% | 2% | 5 | 1% | -7% | x
Cc1c(C(=O)Nc2ccc3oc(-c4cccnc4)nc3c2)oc2ccccc12 | 13 | x | 7% | 4% | 3% | 8 | 0% | 18% | x
CN(Cc1cccs1)C(=O)CCc1ccc(S(=O)(=O)N2CCOCC2)cc1 | 4 | i | 11% | -12% | -6% | 9 | -4% | 6% | 4% | PMK inhibit pilot replicates=2.0;MK inhibit pilot replicates=0.0;Spn DPM-DC inh pilot screen %=0.0

Next part, overlapping the part above by 4 compounds.
SMILES | MK inhibit | Spn DPM-DC inh | Alkaline phosphatase | HT1080 cytotoxicity | Bfl-1 displacement | PMK inhibit | HPDE-C7 cytotoxicity | HPDE-C7K KRASV12 | LYP phosphatase | others
Cc1cc(=O)[nH]c(SCC2(O)C3CC4CC(C3)CC2C4)n1 (stereo unspecified) | 15 | i | 8% | 8% | 9% | 1 | x | x | x
CC12CN3CC(=O)N4CC5(C)CN(CC(C)(C4)C5=O)C(=O)CN(C1)CC(C)(C3)C2=O | 5 | i | 4% | -3% | 2% | 5 | 1% | -7% | x
Cc1c(C(=O)Nc2ccc3oc(-c4cccnc4)nc3c2)oc2ccccc12 | 13 | x | 7% | 4% | 3% | 8 | 0% | 18% | x
CN(Cc1cccs1)C(=O)CCc1ccc(S(=O)(=O)N2CCOCC2)cc1 | 4 | i | 11% | -12% | -6% | 9 | -4% | 6% | 4% | PMK inhibit pilot replicates=2.0;MK inhibit pilot replicates=0.0;Spn DPM-DC inh pilot screen %=0.0
CCN(CC)C(=O)CSc1nc2ccccc2c(=O)[nH]1 | 11 | i | -6% | 4% | -4% | 6 | -1% | 3% | 8%
O=C(NCc1ccco1)c1cnccn1 | 6 | i | 2% | -2% | 11% | 9 | -7% | 6% | x
CC12CCC(C(=O)N3CCN(Cc4ccccc4)CC3)(OC1=O)C2(C)C (stereo unspecified) | 3 | i | 2% | 0% | 1% | 5 | 0% | -16% | x
CS(=O)(=O)N(CC(=O)N1CCN(c2ccccc2F)CC1)c1cc(C(F)(F)F)ccc1Cl | 13 | i | 1% | x | -6% | 0 | -5% | -13% | 6%
CCCC(=O)N1CCN(C2=NS(=O)(=O)c3ccccc32)CC1 | 6 | i | 1% | -4% | -4% | 7 | -8% | 4% | x
Cc1ccc(-n2c(SCC(=O)NCc3ccco3)nc3sc(C)c(C)c3c2=O)cc1 | 0 | i | -2% | 8% | -1% | 2 | 0% | -4% | 7%
Nc1nnc(SCCOc2ccccc2)s1 | 0 | i | 13% | -7% | -1% | 0 | -4% | -12% | 8% | PMK inhibit pilot replicates=0.5;MK inhibit pilot replicates=0.0;Spn DPM-DC inh pilot screen %=0.0
CC1(C)CC(=O)C=C(NCc2ccncc2)C1 | 6 | i | 12% | 19% | -4% | 4 | -1% | 2% | 12% | PMK inhibit pilot replicates=5.0;MK inhibit pilot replicates=1.5;Spn DPM-DC inh pilot screen %=2.5
Cc1ccc2c(c1)N(CC(=O)N1CCCc3ccccc31)C(=O)CO2 | 5 | i | 9% | 7% | 0% | 17 | 2% | -1% | x
COC(=O)c1ccc(CSc2nc3ccccc3o2)cc1 | 11 | i | 11% | -3% | 4% | 10 | x | x | 15%
CCn1ccc(=N)cc1 | 7 | i | 5% | 3% | 0% | 0 | 2% | 5% | -9%
CCOC(=O)C1CCN(C(=O)Nc2ccc(Cl)cc2)CC1 | 7 | i | -7% | -6% | -10% | 17 | -6% | -5% | -16%
O=C(NCCN1CCN(Cc2ccccc2)CC1)C1c2ccccc2C(=O)N2CCc3ccccc3C12 (stereo unspecified) | 6 | i | -4% | -15% | -14% | 12 | -6% | 4% | x
O=C1CCC(Cc2ccccc2)N1 (stereo unspecified) | 0 | i | 42% | 6% | -8% | 10 | -4% | -5% | 10%
COc1ccc(C(NC(C)=O)c2ccc3cccnc3c2O)c(OC)c1 (stereo unspecified) | 7 | i | -33% | 24% | 1% | 13 | 12% | -6% | x | PMK inhibit pilot replicates=4.5;MK inhibit pilot replicates=0.0;Spn DPM-DC inh pilot screen %=0.0
COCCN(C(=O)CNC(=O)c1cccs1)C(C(=O)NC1CCCCC1)c1ccco1 (stereo unspecified) | 8 | i | -9% | -3% | 6% | 17 | -3% | -9% | 5%
COc1ccccc1CN(Cc1cc2c(C)ccc(C)c2[nH]c1=O)Cc1nnnn1Cc1ccco1 | 0 | i | 5% | -3% | 22% | 8 | 27% | 18% | -8%
CC(=O)c1cccc(NC(=O)C2CCCN(S(=O)(=O)c3ccc(F)cc3)C2)c1 (stereo unspecified) | 5 | i | 6% | 4% | 6% | 6 | 1% | 13% | 14%
Cn1c(=O)cc(SCC(=O)N2CCN(Cc3ccc4c(c3)OCO4)CC2)c2ccccc21 | 3 | i | 3% | -2% | -6% | 16 | 3% | 1% | -3%
CC(=O)c1cccc(NC(=O)Oc2ccccc2)c1 | 2 | i | 4% | -6% | -10% | 2 | -3% | 2% | 3%
Cc1ccc2c(c1)N(CCCC(=O)NCC1COc3ccccc3O1)C(=O)CO2 (stereo unspecified) | 0 | i | 5% | 0% | 2% | 16 | -5% | 1% | -1%
Cc1ccc(OCCn2c(=O)cnc3ccccc32)cc1 | 2 | i | 3% | x | -4% | 11 | -7% | 3% | 8%
CO[C@H]1C[C@@H]2CC[C@@H](C)[C@@](O)(O2)C(=O)C(=O)N2CCCC[C@H]2C(=O)O[C@H]([C@H](C)C[C@@H]2CC[C@@H](O)[C@H](OC)C2)CC(=O)[C@H](C)C=C(C)[C@@H](O)[C@@H](OC)C(=O)[C@H](C)C[C@H](C)C=CC=CC=C1C | 6 | i | 15% | x | -4% | 0 | 81%* | 91%* | x | PMK inhibit pilot replicates=2.0;MK inhibit pilot replicates=0.0;Spn DPM-DC inh pilot screen %=0.0
Cc1noc(C)c1S(=O)(=O)N1CCCC(C(=O)Nc2ccc(Cl)cn2)C1 (stereo unspecified) | 7 | i | 6% | 4% | 1% | 10 | -9% | -4% | x
CCN(CC)S(=O)(=O)c1ccc2[nH]c(=O)[nH]c2c1 | 0 | i | 6% | 1% | -8% | 0 | -14% | -14% | 11%
O=[n+]1c2c(n([O-])c3cc(F)ccc31)CCCC2 | 0 | i | 4% | 7% | -4% | 10 | 5% | 0% | -5%
Cn1c(C(=O)NCCC2=CCCCC2)cc2c(=O)n3ccccc3nc21 | 5 | x | 5% | 21% | 1% | 9 | -5% | -3% | 13% | PMK inhibit pilot replicates=3.0;MK inhibit pilot replicates=1.0
O=c1c(-c2ccc(F)cc2)coc2cc(O)ccc12 | 9 | x | 6% | -13% | 3% | 0 | 2% | -6% | 0%
Cc1ccc(S(=O)(=O)NC(=NC(C)C(=O)O)c2ccccc2)cc1 (stereo unspecified) | 2 | i | 12% | -9% | 3% | 0 | 0% | 14% | 0%
CC1(C)Cc2[nH]c(=S)c(C#N)cc2CO1 | 14 | i | 10% | 7% | 1% | 0 | 7% | -6% | 5%
Cc1ccc2c(c1C)NC(C)CC2C (stereo unspecified) | 11 | i | 7% | -7% | -1% | 5 | -5% | 4% | 5% | PMK inhibit pilot replicates=1.0;MK inhibit pilot replicates=4.0;Spn DPM-DC inh pilot screen %=2.0
Cc1oc2cc(O)ccc2c(=O)c1-c1cnn(-c2ccccc2)c1 | 7 | x | 7% | 25% | -1% | 8 | -24% | 23% | 16% | PMK inhibit pilot replicates=2.0;MK inhibit pilot replicates=0.0
O=C1CC(c2nc3ccccc3[nH]2)CN1Cc1ccccc1 (stereo unspecified) | 2 | i | 8% | 1% | 6% | 7 | 4% | 0% | -6%
Clc1ccccc1C(c1nnnn1Cc1ccco1)N1CCN(Cc2ccco2)CC1 (stereo unspecified) | 11 | i | 22% | 1% | 4% | 6 | -18% | 7% | x
CCC(C)(C(=O)NC1CCCC1)N(Cc1ccco1)C(=O)c1ccc2c(c1)OCO2 (stereo unspecified) | 8 | i | 2% | -4% | 7% | 7 | -3% | 5% | 13%
O=C(Cn1cc2c(n1)CCCC2)N1CCCc2ccccc21 | 10 | i | 3% | -4% | -5% | 13 | -13% | -6% | 12%
N#Cc1c(NC(=O)CN2CCOCC2)oc(-c2ccccc2)c1-c1ccccc1 | 20 | i | 15% | 7% | 4% | 0 | 0% | 11% | 12%
O=C(CCCSc1nc2ccccc2[nH]1)Nc1nnc(-c2ccccc2)o1 | 0 | i | x | -2% | x | 7 | x | x | 10%
COc1ccc(-c2cc(C(=O)N3CCc4ccccc4C3)no2)cc1OC | 8 | i | 7% | 29% | -7% | 13 | x | x | 10%
CCc1ccc(C2N(c3ccc(OC)cc3)C(=O)C3CCCN32)cc1 (stereo unspecified) | 7 | i | 11% | -1% | 1% | 5 | -12% | 4% | -1%

Compound activity deposited in PubChem BioAssay by several laboratories.
